T cruzi HTS – inhibitors of intracellular Trypanosoma cruzi | hit rate 4.9% among 22,000 | activity score (inhibition), % at 5.01 µM | intracellular Trypanosoma cruzi in host cells, plate reader; in the data active = activity score above about 55%;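 also: parasites and compound incubated about four days before reading; 0% = median of neutral control wells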
INS-1E ATP HTS – rescue of cytokine-induced death in INS-1E beta cells | protection from cytokine-induced ATP loss, % at 10 µM | INS-1E cytokine-induced death, ATP luminescence, 48 h; normalised: neutral wells 0, positive control 100 | hit rate 0.1% among 20,000;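 active = mean replicate protection from cytokine-induced ATP loss at least 50% and at least 75% of replicates each reaching 50%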
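Assay system: INS-1E rat cells / Quantity: 8000 cells per well / Medium: RPMI without phenol red, 5% FBS / Probe or stimulus: three-cytokine cocktail (IFN-γ, TNF-α, IL-1β) / Dosing: one compound concentration, pin transfer / Timing: 48 h co-treatment, 10 min post-lysis read / Technique: CellTiter-Glo luminescence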
* marks the source's active call; other numbers are inactive results; x = no result given. An excerpt; the hit share may differ from the screen's.

SMILES	T cruzi HTS	INS-1E ATP HTS
C[C@@H]1CN([C@H](C)CO)C(=O)c2cccc(NC(=O)c3nc4ccccc4s3)c2O[C@H]1CN(C)C(=O)NC1CCCCC1	-1.1	1.2
C[C@@H]1CN([C@H](C)CO)C(=O)c2cc(NC(=O)CCN3CCOCC3)ccc2O[C@@H]1CN(C)CC1CC1	-4.9	-1.2
C[C@H](CO)N1C[C@H](C)[C@H](CN(C)S(=O)(=O)c2cn(C)cn2)Oc2c(NC(=O)Nc3ccc4c(c3)OCO4)cccc2C1=O	-32.3	4.6
C[C@@H]1CN([C@H](C)CO)C(=O)Cc2cc(NC(=O)Cc3cn(C)c4ccccc34)ccc2O[C@H]1CN(C)Cc1ccc(-c2ccccc2)cc1	64.3*	-2.7
C[C@H](CO)N1C[C@H](C)[C@@H](CN(C)Cc2ccc(Cl)c(Cl)c2)Oc2c(NC(=O)Nc3ccc(F)cc3)cccc2C1=O	18.5	-22.6
C[C@H]1CN([C@@H](C)CO)C(=O)c2cccc(NS(=O)(=O)c3cn(C)cn3)c2O[C@@H]1CN(C)C	-19.7	12.5
COc1ccc(NC(=O)Nc2ccc3c(c2)CC(=O)N([C@H](C)CO)C[C@@H](C)[C@H](CN(C)C(=O)Nc2ccc(F)cc2)O3)cc1	-10.1	5.3
C[C@@H]1CN([C@@H](C)CO)C(=O)c2cc(NC(=O)CCN3CCOCC3)ccc2O[C@@H]1CN(C)Cc1ccc2c(c1)OCO2	-44.1	-3.8
C[C@@H]1CN([C@H](C)CO)C(=O)Cc2cc(NS(=O)(=O)c3cn(C)cn3)ccc2O[C@@H]1CN(C)Cc1ccc2c(c1)OCO2	-12.5	7.9
C[C@@H]1CCCCO[C@H](CN(C)S(=O)(=O)c2ccc(F)cc2)[C@@H](C)CN([C@H](C)CO)C(=O)c2cc(NS(C)(=O)=O)ccc2O1	0.5	2.7
C[C@@H]1CN([C@H](C)CO)C(=O)c2cccc(NC(=O)c3ccncc3)c2O[C@@H]1CN(C)Cc1ccc(C(=O)O)cc1	43.2	10.7
C[C@@H]1CN([C@H](C)CO)C(=O)CCCn2cc(nn2)CO[C@@H]1CN(C)CC1CCCCC1	9.1	x
CNC[C@H]1Oc2c(NC(=O)C3CCCCC3)cccc2C(=O)N([C@@H](C)CO)C[C@H]1C	-31.7	-1.7
CC(C)NC(=O)N(C)C[C@H]1Oc2ccc(NS(=O)(=O)c3ccc(Cl)cc3)cc2C(=O)N([C@H](C)CO)C[C@H]1C	-2.6	4.5
C[C@H](CO)N1C[C@H](C)[C@H](CN(C)C(=O)c2ccccc2)OCc2cnnn2CCCC1=O	-16.7	6.6
C[C@H](CO)N1C[C@H](C)[C@@H](CN(C)Cc2ccc(Oc3ccccc3)cc2)Oc2ccc(NS(=O)(=O)c3cccs3)cc2C1=O	44.2	-11.5
C[C@H]1CN([C@@H](C)CO)C(=O)c2cc(NC(=O)Cn3cnnn3)ccc2O[C@@H]1CN(C)S(=O)(=O)c1ccc(Cl)cc1	-12.8	5.8
COc1ccc(S(=O)(=O)Nc2ccc3c(c2)CC(=O)N([C@H](C)CO)C[C@H](C)[C@H](CN(C)Cc2ccc(C(=O)O)cc2)O3)cc1	-16.3	5.9
C[C@@H]1CN([C@H](C)CO)C(=O)c2cccc(NC(=O)Nc3cccc4ccccc34)c2O[C@@H]1CN(C)C(=O)Nc1cccc2ccccc12	4.5	-8.5
C[C@@H]1CCCCO[C@@H](CN(C)Cc2ccc(C(=O)O)cc2)[C@@H](C)CN([C@H](C)CO)C(=O)c2cc(NS(=O)(=O)c3cn(C)cn3)ccc2O1	-34.6	14.9
C[C@@H]1CN([C@H](C)CO)C(=O)Cc2cc(NC(=O)Cc3ccccc3)ccc2O[C@@H]1CN(C)CC1CCCCC1	12.3	-8.7
C[C@H](CO)N1C[C@H](C)[C@@H](CN(C)S(=O)(=O)c2ccc(Cl)cc2)Oc2ccc(N(C)C)cc2C1=O	17.3	3.8
Cc1ccc(S(=O)(=O)N(C)C[C@@H]2Oc3ccc(NC(=O)CCN4CCOCC4)cc3C(=O)N([C@@H](C)CO)C[C@H]2C)cc1	-6.4	-1.6
C[C@@H]1CN([C@H](C)CO)C(=O)c2cccc(N(C)C)c2O[C@H]1CN(C)Cc1ccc(Oc2ccccc2)cc1	69.6*	-40.3
C[C@@H]1CN([C@H](C)CO)C(=O)CCCn2nncc2CO[C@H]1CN(C)S(=O)(=O)c1ccc(Oc2ccccc2)cc1	9.9	x
C[C@@H]1CN([C@H](C)CO)C(=O)CCCn2cc(nn2)CO[C@H]1CN(C)C(=O)Nc1ccc2c(c1)OCCO2	-17.1	x
COc1ccc(S(=O)(=O)Nc2ccc3c(c2)CC(=O)N([C@@H](C)CO)C[C@H](C)[C@H](CN(C)S(=O)(=O)c2ccccc2)O3)cc1	2.3	-0.6
COc1ccc(NC(=O)N(C)C[C@@H]2Oc3ccc(NS(=O)(=O)c4ccc(F)cc4)cc3C(=O)N([C@H](C)CO)C[C@@H]2C)cc1	8.2	1.6
C[C@@H]1CN([C@@H](C)CO)C(=O)c2cc(NC(=O)CCCCCC(=O)Nc3ccccc3N)ccc2O[C@H]1CN(C)Cc1ccccc1	-20.5	12.5
C[C@H]1CN([C@@H](C)CO)C(=O)Cc2cc(NC(=O)Cc3cn(C)c4ccccc34)ccc2O[C@H]1CN(C)S(=O)(=O)c1ccc(F)cc1	17.2	1.3
Cc1noc(C)c1NC(=O)Nc1cccc2c1O[C@H](CN(C)Cc1ccncc1)[C@H](C)CN([C@H](C)CO)C2=O	16.8	17.7
C[C@@H]1CN([C@@H](C)CO)C(=O)c2cc(NC(=O)C3CCCCC3)ccc2O[C@@H]1CN(C)S(C)(=O)=O	-6.7	x
C[C@@H]1CCCCO[C@@H](CN(C)Cc2ccc3c(c2)OCO3)[C@@H](C)CN([C@H](C)CO)C(=O)c2cc(NC(=O)Nc3ccccc3)ccc2O1	53.7	-32.4
C[C@@H]1CN([C@H](C)CO)C(=O)c2cc(NS(=O)(=O)c3ccc(Cl)cc3)ccc2O[C@H]1CN(C)S(=O)(=O)c1ccc(F)cc1	15.0	x
Cc1noc(C)c1S(=O)(=O)Nc1ccc2c(c1)C(=O)N([C@H](C)CO)C[C@H](C)[C@H](CN(C)C(=O)CCC(F)(F)F)OCCCC[C@@H](C)O2	-5.1	11.2
Cc1ccc(S(=O)(=O)N(C)C[C@H]2Oc3c(NC(=O)NC4CCCCC4)cccc3C(=O)N([C@H](C)CO)C[C@@H]2C)cc1	7.9	-3.3
COc1ccc(S(=O)(=O)N(C)C[C@@H]2Oc3ncc(Br)cc3C(=O)N([C@H](C)CO)C[C@@H]2C)cc1	20.3	x
C[C@H]1CN([C@@H](C)CO)C(=O)CCCn2cc(nn2)CO[C@@H]1CN(C)Cc1ccc(-c2ccccc2)cc1	-25.0	x
Cc1noc(C)c1S(=O)(=O)N(C)C[C@H]1OCCCC[C@@H](C)Oc2ccc(NC(=O)Cc3ccccc3)cc2C(=O)N([C@H](C)CO)C[C@@H]1C	-13.5	-7.8
COc1ccc(NC(=O)N(C)C[C@@H]2Oc3ccc(NC(=O)Nc4ccc(C(F)(F)F)cc4)cc3C(=O)N([C@H](C)CO)C[C@@H]2C)cc1	-10.4	-4.5
C[C@H]1CN([C@@H](C)CO)C(=O)c2cc(NC(=O)Nc3ccc(C(F)(F)F)cc3)ccc2O[C@@H]1CN(C)Cc1ccc(Cl)c(Cl)c1	10.9	-52.3
C[C@H](CO)N1C[C@H](C)[C@@H](CN(C)C(=O)Nc2ccc(F)cc2)Oc2ccc(NC(=O)c3ccncc3)cc2C1=O	1.4	x
C[C@H](CO)N1C[C@H](C)[C@H](CN(C)C(=O)Nc2ccc(F)cc2)Oc2ccc(NC(=O)CCC(F)(F)F)cc2CC1=O	1.7	-4.5
C[C@@H]1CN([C@H](C)CO)C(=O)Cc2cc(N(C)C)ccc2O[C@H]1CN(C)C(=O)Nc1ccc(C(F)(F)F)cc1	21.9	1.3
COc1ccc(S(=O)(=O)N(C)C[C@H]2OCc3cn(nn3)CCCC(=O)N([C@H](C)CO)C[C@H]2C)cc1	-13.6	x

Quoted at random: 4 records from the list
SMILES	T cruzi HTS	INS-1E ATP HTS
COc1ccc(NC(=O)N(C)C[C@@H]2Oc3ccc(NC(=O)Nc4ccc(C(F)(F)F)cc4)cc3C(=O)N([C@H](C)CO)C[C@@H]2C)cc1	-10.4	-4.5
C[C@@H]1CN([C@@H](C)CO)C(=O)c2cc(NC(=O)C3CCCCC3)ccc2O[C@@H]1CN(C)S(C)(=O)=O	-6.7	x
Cc1noc(C)c1S(=O)(=O)Nc1ccc2c(c1)C(=O)N([C@H](C)CO)C[C@H](C)[C@H](CN(C)C(=O)CCC(F)(F)F)OCCCC[C@@H](C)O2	-5.1	11.2
COc1ccc(S(=O)(=O)N(C)C[C@H]2OCc3cn(nn3)CCCC(=O)N([C@H](C)CO)C[C@H]2C)cc1	-13.6	x

Later entries.
SMILES	T cruzi HTS	INS-1E ATP HTS
CC(C)NC(=O)Nc1ccc2c(c1)CC(=O)N([C@@H](C)CO)C[C@@H](C)[C@@H](CN(C)C(=O)Nc1ccc(C(F)(F)F)cc1)O2	-21.0	-2.0
C[C@@H]1CN([C@@H](C)CO)C(=O)c2cccc(NS(=O)(=O)c3ccccc3)c2O[C@H]1CN(C)C(=O)Nc1ccccc1	-1.9	12.3
COc1ccc(S(=O)(=O)N(C)C[C@@H]2Oc3ccc(NS(=O)(=O)c4cn(C)cn4)cc3C(=O)N([C@@H](C)CO)C[C@@H]2C)cc1	-13.0	-2.5
C[C@H]1CN([C@@H](C)CO)C(=O)c2cc(NC(=O)C3CCCCC3)ccc2O[C@H]1CN(C)Cc1ccc2c(c1)OCO2	-16.3	x
C[C@H]1CN([C@@H](C)CO)C(=O)Cc2cc(NC(=O)c3ccncc3)ccc2O[C@@H]1CN(C)S(C)(=O)=O	-7.3	-1.2
C[C@H]1CN([C@@H](C)CO)C(=O)Cc2cc(NC(=O)Cc3cn(C)c4ccccc34)ccc2O[C@@H]1CN(C)S(=O)(=O)c1cn(C)cn1	-2.5	1.0
COc1ccc(S(=O)(=O)N(C)C[C@H]2OCCCC[C@@H](C)Oc3ccc(NS(=O)(=O)c4ccccc4)cc3C(=O)N([C@H](C)CO)C[C@@H]2C)cc1	24.8	-2.4
C[C@@H]1CN([C@@H](C)CO)C(=O)Cc2cc(NS(C)(=O)=O)ccc2O[C@@H]1CN(C)S(C)(=O)=O	-15.3	12.9
CC(C)NC(=O)N(C)C[C@@H]1Oc2ccc(NC(=O)CCCCCC(=O)Nc3ccccc3N)cc2C(=O)N([C@H](C)CO)C[C@@H]1C	-26.7	5.9
Cc1noc(C)c1NC(=O)N(C)C[C@H]1Oc2ccc(NC(=O)Nc3ccccc3)cc2CC(=O)N([C@@H](C)CO)C[C@@H]1C	-19.3	5.4
C[C@H](CO)N1C[C@H](C)[C@H](CN(C)C(=O)c2ccc(N3CCN(C)CC3)cc2)OCc2cn(nn2)CCCC1=O	-25.6	x
O=C(N/N=C/c1ccc(-c2cccc(Cl)c2)o1)c1ccccc1O	-17.7	-16.9
Cc1cc(C(=O)Nc2cccc3c2O[C@@H](CN(C)S(=O)(=O)c2ccc(F)cc2)[C@H](C)CN([C@H](C)CO)C3=O)n(C)n1	-13.2	5.7
C[C@@H]1CN([C@H](C)CO)C(=O)c2cccc(NS(=O)(=O)c3ccc(F)cc3)c2O[C@H]1CN(C)S(=O)(=O)c1ccccc1	6.9	9.0
C[C@@H]1CN([C@H](C)CO)C(=O)Cc2cc(NC(=O)C3CC3)ccc2O[C@@H]1CN(C)Cc1ccc(C(=O)O)cc1	-21.0	5.1
C[C@H](CO)N1C[C@H](C)[C@@H](CN(C)CC2CCCCC2)Oc2ccc(NC(=O)Nc3cccc4ccccc34)cc2C1=O	-26.2	-6.7
COc1cccc(NC(=O)N(C)C[C@@H]2OCc3cn(nn3)CCCC(=O)N([C@H](C)CO)C[C@H]2C)c1	-11.3	x
C[C@H]1CN([C@@H](C)CO)C(=O)c2cccc(N(C)C)c2O[C@H]1CN(C)S(=O)(=O)c1cn(C)cn1	-17.9	11.5
CC(C)NC(=O)N(C)C[C@@H]1Oc2ccc(NC(=O)Nc3ccc4c(c3)OCO4)cc2C(=O)N([C@@H](C)CO)C[C@H]1C	-2.8	13.7
Cc1noc(C)c1NC(=O)Nc1ccc2c(c1)C(=O)N([C@@H](C)CO)C[C@H](C)[C@H](CN(C)S(=O)(=O)c1cccs1)O2	2.2	8.9
C[C@H]1CN([C@@H](C)CO)C(=O)c2cc(N(C)C)ccc2O[C@H]1CN(C)S(=O)(=O)c1ccc(Cl)cc1	1.9	4.1
C[C@H]1CN([C@@H](C)CO)C(=O)c2cc(NC(=O)Nc3ccc(F)cc3)ccc2O[C@@H]1CN(C)Cc1ccc(Cl)c(Cl)c1	8.8	-3.9
COc1ccc(S(=O)(=O)N(C)C[C@@H]2Oc3ccc(NS(=O)(=O)c4c(C)noc4C)cc3C(=O)N([C@@H](C)CO)C[C@H]2C)cc1	-3.1	3.2
C[C@H](CO)N1C[C@H](C)[C@@H](CN(C)S(=O)(=O)c2ccc(Oc3ccccc3)nc2)OCc2cnnn2CCCC1=O	9.6	x
CNC[C@H]1OCCCC[C@@H](C)Oc2ccc(NS(=O)(=O)c3ccc(F)cc3)cc2C(=O)N([C@H](C)CO)C[C@@H]1C	10.1	1.9
C[C@H]1CN([C@@H](C)CO)C(=O)c2cccc(NS(C)(=O)=O)c2O[C@H]1CN(C)Cc1ccc(C(=O)Nc2ccccc2N)cc1	-1.2	-15.8

Given with two lines to a compound: part of the list above.
Each structure is followed by: T cruzi HTS, INS-1E ATP HTS
C[C@H]1CN([C@@H](C)CO)C(=O)c2cc(N(C)C)ccc2O[C@H]1CN(C)S(=O)(=O)c1ccc(Cl)cc1
  1.9, 4.1
C[C@H]1CN([C@@H](C)CO)C(=O)c2cc(NC(=O)Nc3ccc(F)cc3)ccc2O[C@@H]1CN(C)Cc1ccc(Cl)c(Cl)c1
  8.8, -3.9

Screening data as filed in PubChem BioAssay.
